Compound activity deposited in PubChem BioAssay by National Center for Advancing Translational Sciences (NCATS).
KCNH2 3.1 block: blocks the human KCNH2 3.1 channel isoform. U2OS KCNH2 3.1, thallium flux FluxOr; hits give low values. activity change, % (tested at about 1.8 µM). 340,000 tested, 0.95% active;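 active = maximum activity change below -70%; inconclusive = maximum activity change from -70% to -50%; inactive = maximum activity change above -50%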;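 note: thallium influx rate constant from kinetic fluorescence after stimulation buffer; % is set by controls: 0 for no effect and ±100 for the full control effect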
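Channel expression came from 3.1 mutant virus (1.77 x 10^8 /mL) applied to suspended U2OS cells for 4 h. Flux was tracked with FluxOr dye plus Red40 quencher, and kinetic rate constants normalized to controls.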
VP16 counter: counter-screen for ROR gamma inhibitors: Gal4-VP16 reporter | Drosophila S2 Gal4-VP16 UAS-luciferase, luminescence, 20 h | 310,000 tested, 3.5% active | Potency, µM (top dose mostly 53.6 µM), for inactives: at the top dose activity, negative = inhibition, actives largely listed as inhibitors;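 note: Gal4-VP16 expression switched on by copper sulfate through the metallothionein promoter; potency is the fitted concentration of half-maximal effect; % is set by controls: 0 for no effect and ±100 for the full control effect; nearly all actives have a fitted effect of over 50% in size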
Tb PFK inh: inhibitors of T. brucei phosphofructokinase. T. brucei PFK, ADP-Glo luminescence. Potency, µM (top dose mostly 57.5 µM), without a hit: top-dose activity, negative = inhibition, usual class: inhibitors. 330,000 tested, 0.17% active;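 note: potency is the fitted concentration of half-maximal effect; 0% = uninhibited 1x PFK enzyme wells and -100% = no-enzyme wells; nearly all actives have a fitted effect of over 60% in size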
Target sequence (O15648 whole entry, looked up): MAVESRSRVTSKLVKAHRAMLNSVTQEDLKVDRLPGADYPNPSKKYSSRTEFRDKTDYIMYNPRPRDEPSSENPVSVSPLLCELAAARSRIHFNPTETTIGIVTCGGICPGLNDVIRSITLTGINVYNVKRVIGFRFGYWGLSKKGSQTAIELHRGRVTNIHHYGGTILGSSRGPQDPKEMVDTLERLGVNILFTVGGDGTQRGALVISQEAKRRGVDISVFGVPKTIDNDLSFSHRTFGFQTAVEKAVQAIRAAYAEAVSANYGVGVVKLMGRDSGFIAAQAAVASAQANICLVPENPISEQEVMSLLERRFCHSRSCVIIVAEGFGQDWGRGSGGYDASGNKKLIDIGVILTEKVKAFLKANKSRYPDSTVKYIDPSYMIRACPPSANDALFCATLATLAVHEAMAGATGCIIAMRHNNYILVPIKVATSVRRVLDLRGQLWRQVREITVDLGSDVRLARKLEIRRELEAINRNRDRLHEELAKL
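1.25 nM PFK with 0.5 mM F6P and 0.1 mM ATP in 0.1 M TEA pH 8.0, 5 mM MgCl2, incubated 45 min at room temperature; ADP measured by ADP-Glo luminescence; compounds titrated up to 57 uM.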
ELG1 genotoxic: induces genotoxicity in HEK293T cells with luciferase-tagged ELG1; Potency, µM (top dose mostly 46 µM), without a hit: top-dose activity change, positive = activation, usual class: activators; HEK293T ELG1-luciferase reporter, luminescence, 16 h; 330,000 tested, 1.3% active; note: potency is the fitted concentration of half-maximal effect; % of control where 0% means no effect; nearly all actives have a fitted effect of over 60% in size
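Screening used a luciferase reporter fused to human ELG1 in HEK293T cells. Luminescence was read on a CCD plate imager after 16 hr exposure and 30 min ONE-Glo incubation.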
Giardia kill: Giardia lamblia killing; AID 540267; Giardia lamblia trophozoite viability; activity change, % at 7.66 µM, hits read low; 340,000 tested, 0.15% active; in the data active = activity change below about -80%; inconclusive = between about -30% and that limit;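 note: parasites exposed to compound for two days anaerobically before the ATP read; % is set by controls: 0 for no effect and ±100 for the full control effect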
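Trophozoite viability was measured as ATP-dependent luminescence, read 15-30 min after reagent addition. Before that, parasites at 100 cells/well were exposed to compounds for 48 h, anaerobically, at 37 deg C.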
RORg inh: inhibitors of mouse ROR gamma transcriptional activity | Drosophila S2 Gal4-RORgamma UAS-luciferase reporter, 20 h | P51450 | 310,000 tested, 5.4% active | Potency, µM (series often up to 53.6 µM), for inactives: at the highest dose activity change, negative = inhibition, most hits filed as inhibitors | AID 2551; note: potency is the fitted concentration of half-maximal effect; % is set by controls: 0 for no effect and ±100 for the full control effect; nearly all actives have a fitted effect of over 60% in size
Target sequence (P51450 whole entry, looked up, the tested form may be a part): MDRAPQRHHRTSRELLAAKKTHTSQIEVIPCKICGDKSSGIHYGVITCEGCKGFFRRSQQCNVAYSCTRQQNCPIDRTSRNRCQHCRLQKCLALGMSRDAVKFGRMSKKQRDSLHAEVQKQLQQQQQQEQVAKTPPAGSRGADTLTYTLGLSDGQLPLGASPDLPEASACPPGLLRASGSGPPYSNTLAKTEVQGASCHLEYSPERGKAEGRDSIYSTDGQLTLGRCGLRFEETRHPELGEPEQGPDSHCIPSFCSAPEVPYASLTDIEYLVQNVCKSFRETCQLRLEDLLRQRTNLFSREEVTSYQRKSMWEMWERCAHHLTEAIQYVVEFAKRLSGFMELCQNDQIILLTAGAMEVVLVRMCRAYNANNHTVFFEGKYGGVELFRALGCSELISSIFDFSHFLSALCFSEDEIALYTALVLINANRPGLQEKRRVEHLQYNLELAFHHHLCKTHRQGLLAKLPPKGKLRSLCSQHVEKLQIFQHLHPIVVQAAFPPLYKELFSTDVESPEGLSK
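Luciferase reporter read in Schneider cells carrying Gal4-RORγ (mouse) and UAS-Photinus luciferase; cells given compound 1 h before 700 uM copper sulfate induction, then incubated 20 h at ambient temperature.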
FLuc counter: firefly luciferase modulation, counter-screen for miR-21 project; P08659; purified FLuc, Km substrates, luminescence inhibition; Potency, µM (top dose mostly 57.5 µM), for inactives: top-dose activity change, negative = inhibition, most hits filed as inhibitors; 360,000 tested, 6.9% active; AID 588342;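 note: potency is the fitted concentration of half-maximal effect; plate controls were vehicle for no effect and reference inhibitor for full effect; nearly all actives have a fitted effect of over 55% in size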
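Biochemical qHTS of compounds, final roughly 60 µM downward over six points, against 10 nM purified firefly luciferase using Km concentrations of substrates (10 uM D-luciferin, 10 uM ATP) in Tris acetate pH 7.5 buffer; luminescence output.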
FBPA coupling cs: counter-screen for Giardia aldolase inhibitors: coupling enzyme system | AID 2472 | 290,000 tested, 0.67% active | activity change, negative = inhibition, % at 58.2 µM, hits read low | coupling enzyme system counterscreen, AmpLite Red fluorescence; in the data active = activity change below about -30%; note: % is set by controls: 0 for no effect and ±100 for the full control effect
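Final compound at 57.5 uM, incubated 10 min at RT with coupling enzyme reagent (glyceraldehyde-3-phosphate), then 20 min with substrate and AmpLite Red detection. Fluorescence read at 525/598 nm; tests interference with the coupling assay, not aldolase inhibition.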
NPC1 promoter act: activators of NPC1 promoter; Huh7 NPC1 promoter luciferase reporter, 24 h; Potency, µM (highest dose often 9.22 µM), for inactives: at the highest dose activation, actives largely listed as activators; 320,000 tested, 2.4% active; AID 485313;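 note: potency is the fitted concentration of half-maximal effect; % of control where 0% means no effect; nearly all actives have a fitted effect of over 60% in size; reporter is driven by a mutant NPC1 promoter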
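Quantitative HTS used a cell-based reporter: Huh7 cells stably bearing the NPC1 promoter upstream of luciferase were treated with compounds for 24 h, and promoter activation was read as luminescence.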
uPA generation: inhibitors of cell surface uPA generation; Potency, µM (titrated, usually from 38.3 µM), for the others: at the highest dose activity change, negative = inhibition, usual class: inhibitors; 330,000 tested, 0.31% active; cell surface uPA generation assay, qHTS; active = well fitted inhibition curve with a large enough effect; inconclusive = small, poorly fitted or top-dose-only effect; inactive = no such curve, though single readings can be large or run the other way; tested in mouse RAW 264.7 cells; note: potency is the fitted concentration of half-maximal effect; % is set by controls: 0 for no effect and ±100 for the full control effect; nearly all actives have a fitted effect of over 55% in size
Rab9 prom act: activates the Rab9 promoter | Huh7 Rab9 promoter-luciferase reporter, luminescence, 24 h | Potency, µM (titrated, usually from 9.22 µM), for the others: at the top dose activation, negative = inhibition, actives largely listed as activators | 320,000 tested, 2.8% active | AID 485297; note: potency is the fitted concentration of half-maximal effect; % of control where 0% means no effect; nearly all actives have a fitted effect of over 60% in size
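Huh7 reporter line, Rab9 promoter upstream of luciferase. Compound exposure 24 h at 37 °C in reduced-serum medium with 10% FBS. Read-out: luminescence.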
An asterisk follows results filed as active; ? = inconclusive; nt = not tested or not shown; & = joins results of further samples; [ ] = dose if it differs, or a comment. Unless noted, calls come from the whole dose curve; as a rule, active = well fitted curve in the direction sought with a large enough effect; inconclusive = small, poorly fitted or top-dose-only effect, or another doubt; inactive = no such curve, though single readings can be large; an effect the other way counts as inactive or inconclusive. The list is partial; count on the stated rates, not on these rows.

SMILES	KCNH2 3.1 block	VP16 counter	Tb PFK inh	ELG1 genotoxic	Giardia kill	RORg inh	FLuc counter	FBPA coupling cs	NPC1 promoter act	uPA generation	Rab9 prom act
CCC(=NCCCn1ccnc1)c1c(O)n(Cc2ccccc2)c(=O)[nH]c1=O	-5	-3%	4%	7%	39[activator]	-15%	-1%	5	1%	1%	-3%
CCCCCCC(N)CC(=O)O (configuration not stated)	1	1%	-1%	-1%	7	2%	5%	-1	0%	0%	1%
CC(C)(C)c1ccccc1O	4	-2%	0%	1%	-16	0%	-1%	nt	-1%	15%	0%
O=C1CN=C(c2ccccc2)c2oc3ccc(Br)cc3c2N1	-13	-8%	4%	0%	-12	1%	1%	2	3%	-5%	-6%
Clc1ccccc1C1NCc2ccccc2-n2cccc21 (configuration not stated)	9	8%	5%	-8%	-6	-12%	1%	-3	-7%	5%	0%
Cc1ccnc(-n2c(C)cc(C=C3C(=O)N(C)C(=S)N(C)C3=O)c2C)c1	9	-8%	-1%	8%	9	-11%	19µM*	6	1%	1%	-2%
COC(=O)C(O)(c1ccc(NC(=O)c2ccccc2)cc1)C(F)(F)F (configuration not stated)	19	-5%	12%	9%	-6	10%	19µM*	-26	?	-1%	?
CN1C(=O)/C(=C\c2ccc(N3CCCCCC3)cc2)C(=O)NC1=S	7	2%	-6%	4%	-9	-5%	?	2	-10%	-8%	-3%
O=C1NC(=O)C(=Cc2ccc(-c3cc(Cl)ccc3[N+](=O)[O-])o2)C(=O)N1	6	10%	1%	15%	20	2%	15µM*	2	-4%	-4%	-1%
COC(=O)C1=C(c2ccccc2OCc2ccccc2)C[C@@H]2CC[C@H]1N2C(=O)NCc1ccc(Br)cc1	-82*	nt	10%	-7%	-12	nt	5%	nt	-3%	?	-6%
CC1(C)CN=C(Nc2ccccc2C(F)(F)F)S1	6	8%	-9%	-4%	-3	-22%	-1%	5	-1%	0%	1%
C=CCN1CC[C@@]2(C)c3cc(O)ccc3CC1[C@@H]2C	16	-1%	0%	1%	29	-8%	1%	0	-2%	-8%	-3%
COC(=O)C1=C(c2c(C)noc2C)C[C@@H]2CC[C@H]1N2C(=O)NC(C)C	-4	nt	-2%	4%	14	nt	-2%	nt	-3%	2%	-3%
CCN1CCN(C(=O)Cc2ccc(C)cc2)CC1	-4	1%	-7%	?	5	-14%	-11%	2	25%	7%	18%
Cc1c(-c2cccc(Cl)c2)nc2ccccc2c1C(=O)N1CCC2(CC1)OCCO2	nt	-2%	-1%	-15%	-10	?	-7%	2	-1%	-4%	-2%
Cc1ccc(S(=O)(=O)N2CCC(C(=O)N3CCC4(CC3)OCCO4)CC2)cc1	11	-19%	-2%	-3%	14	19%	-8%	0	2%	nt	2%
Fc1ccc2c(c1)nnn2C1CCN(Cc2ccccc2)CC1	-3	4%	0%	0%	21	11%	-3%	-1	6%	-1%	-1%
CC(C)CCC1(CCc2ccncc2)C(=O)NC(=O)NC1=O	-10	-3%	2%	-2%	5	-13%	-1%	1	-4%	3%	-4%
CN1CCN(c2c(N)c(=O)oc3ccccc23)CC1	5	6%	1%	0%	-18	2%	3%	5	0%	5%	5%
O=C1NC(=O)N(c2ccccc2F)C(=O)/C1=C/c1cn(CC(=O)N2CCOCC2)c2ccccc12	22	?	1%	?	-9	-29%	?	2	-1%	-2%	-1%
COc1ccc(NC(=O)O/N=C/c2ccccc2)cc1	25	20%	1%	?	2	3%	9.5µM*	0	3.5µM*	-20%	?
CCc1ccccc1NC(=O)CNC1CCCCC1	4	-2%	1%	-6%	-14	-17%	3%	3	-3%	-3%	-3%
Cc1ccc(-n2sc3ccccc3c2=O)cc1	-7	1.6µM*	9.5µM*	?	-9	5µM*	4.8µM*	4	?	-14%	?
CC(=O)Nc1cccc2c1Cc1ccccc1-2	-3	?	-6%	?	-25	3%	?	0	?	-29%	?
c1cc2c(cc1C1OCC3C(c4ccc5c(c4)OCO5)OCC13)OCO2 (configuration not stated)	-24	nt	-7%	-3%	-1	nt	nt	nt	nt	2%	nt
CCCCn1c(O)c(C(C)=NCCc2c[nH]c3ccccc23)c(=O)[nH]c1=O	?	?	-6%	-5%	37[activator]	10%	-2%	-1	7%	11%	-11%
CCCN1CC[C@@H]2c3cc(O)ccc3CC[C@@H]21	12	5%	-11%	?	6	-3%	6%	-6	-10%[46.1 µM]	-3%	-6%[46.1 µM]
CC12CN3CC(C)(CN(C1)C3c1cccs1)C2 (configuration not stated)	-2	-6%	-4%	0%	-2	3%[10 µM]	0%	1	0%	nt	-4%
CCOc1ccc(/C=C/C(=O)C(C(N)=O)=C2SCCS2)cc1	-29	-14%	-12%	8%	-23	13%	1.7µM*	3	?	-9%	?
O=c1[nH]c(=S)n(C2CC2)c(O)c1C=NCC1CCCO1 (configuration not stated)	25	-6%	-1%	0%	5	2%	-1%	1	-1%	-3%	-5%
COc1ccc(OCC#CCN2CCCCCC2)cc1	0	-17%	0%	0%	9	12%	1%	0	0%	-3%	2%
CC1(NC(=O)CC(c2ccccc2)(c2ccccc2)c2ccccc2)CCN(CCCc2ccccc2)C1=O (configuration not stated)	23	nt	-3%	-5%	7	nt	0%	nt	1%	?	-1%
C[C@]12CCC3C(CC[C@H]4C[C@H](O)CC[C@]34C)C1[C@@H](O)[C@@H](O)[C@@H]2O (some centres not stated)	8	nt	-9%	0%	10	nt	nt	nt	nt	5%	nt
COCCNCCOc1ccc(C(C)(C)c2ccccc2)cc1	-10	-4%	-12%	-1%	17	-19%	-2%	-1	-6%	-8%	-4%
O=c1c2ccccc2nc(-c2ccc(-c3ccccc3)cc2)n1-c1ccncc1	2	3%	-1%	-4%	20	15%	17µM*	-3	-1%	-2%	-3%
CCCCC(=O)N/N=C/c1c(O)n(C2CC2)c(=S)[nH]c1=O	-1	17%	1%	-2%	9	-30%	1%	3	0%	-1%	3%
CCN1c2nc3ccccn3c(=O)c2CC2(C(=O)N(C)C(=O)N(C)C2=O)C1C (configuration not stated)	7	0%	-2%	2%	-16	?	3%	0	-4%	nt	-3%
CC(=NCCN1CCOCC1)c1c(O)n(Cc2ccccc2)c(=O)[nH]c1=O	-3	-12%	-2%	0%	-8	42%	-3%	1	-1%	-2%	12%
Cc1ccccc1-n1c(O)c(/C=N/N2CCOCC2)c(=O)[nH]c1=S	5	0%	13%	1%	-6	8%	-4%	0	1%	-4%	-3%
CN(C)C(=O)Oc1cccc(-c2cn3cc(Cl)ccc3n2)c1	-18	-20%	0%	12%	-23	-19%	3µM*	-7	?	-9%	?
COc1ccc(S(=O)(=O)NC(CC(=O)N2CCC3(CC2)OCCO3)c2ccco2)cc1 (configuration not stated)	-12	5%	0%	-1%	16	-8%	2%	3	-4%	7%	-14%
CCc1nc(N2CCNCC2)c(C#N)c2c1CSC(C)(C)C2	-8	-1%	2%	6%	28	-3%	1%	9	3%	1%	-3%
O=C(CNC(=O)c1ccc(Cl)cc1)OCC(=O)c1ccc2c(c1)OCCO2	6	4%	5%	-7%	5	?	21µM*	1	-2%	3%	2%
Cc1cc(NC(=O)COC(=O)c2c(C)nn(Cc3ccccc3)c2C)no1	-3	-20%	4%	1%	-16	41%	-2%	2	-6%	-18%	-1%
O=C(/C=C/c1ccccc1)NC(=S)N1C[C@H]2C[C@H](C1)c1cccc(=O)n1C2	1	3%	-1%	4%	-11	-33%	-4%	2	1%	3%	-4%
Brc1ccc2[nH]cc(/C=N/N3CCCCC3)c2c1	8	20%	7%	-2%	-19	29%	-15%	2	0%	-1%	-1%
COc1ccc(N=C(C)c2c(O)n(C3CCCCC3)c(=O)[nH]c2=O)c(OC)c1	13	-10%	-3%	4%	-5	2%	13%	-1	-2%	-3%	-3%
CCCCn1c(=O)c(C(=O)NCc2ccc(Cl)cc2)c(O)c2ccccc21	2	?	-1%	5%	-1	-11%[1.91 µM]	3%	-3	-5%	-1%	-4%
CCCCCCCCC(=O)NCc1ccc(O)c(OC)c1	1	0%&7%	3%	6%	7	-1%[10 µM]	2%	3	-1%	-14%	2%
COc1ccccc1N1C(=O)NC(=O)C(CCc2ccncc2)(CCc2ccncc2)C1=O	8	1%	0%	3%	-4	1%	2%	2	1%	-7%	-1%
CN1CSC(=S)N(C)C1	-6	11µM*	nt	nt	15	10µM*	3%	1	nt	1%	nt
CCN1CCN(Cc2ccc(C)cc2C)CC1	-17	-9%	-1%	-1%	-2	14%	7%	2	-2%	1%	-7%
